Source: PubChem BioAssay
GSK3B inh: blocks human GSK3beta kinase activity; P49841; GST-GSK3beta kinase, ADP-Glo luminescence, 60 min; active compounds read low; activity score (negative = inhibition), % at 10 µM; 300,000 compounds, 0.038% hits; AID 2097;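 active means more than half of replicate wells score below -50%, meaning over 50% inhibition versus plate controls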;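 further: 0% = median DMSO wells and -100% = median GW8510 positive control wells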
Target sequence (P49841 whole entry, looked up): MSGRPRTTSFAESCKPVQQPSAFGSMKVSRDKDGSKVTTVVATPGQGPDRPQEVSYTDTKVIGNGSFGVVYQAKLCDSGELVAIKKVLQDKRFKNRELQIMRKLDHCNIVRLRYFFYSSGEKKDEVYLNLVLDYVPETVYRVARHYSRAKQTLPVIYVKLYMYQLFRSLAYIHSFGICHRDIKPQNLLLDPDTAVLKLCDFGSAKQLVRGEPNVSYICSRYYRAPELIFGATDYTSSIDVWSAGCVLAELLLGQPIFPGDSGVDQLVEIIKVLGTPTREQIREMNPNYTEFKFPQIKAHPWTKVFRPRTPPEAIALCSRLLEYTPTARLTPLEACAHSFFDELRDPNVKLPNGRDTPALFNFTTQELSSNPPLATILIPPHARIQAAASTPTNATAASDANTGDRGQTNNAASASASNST
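Test system: GST-fused GSK3beta enzyme, cell-free | Quantity: 1.6 ng GST-GSK3beta enzyme per well | Reagent: 25 µM ATP with peptide substrate | Schedule: 60 min enzyme reaction, room temperature | Signal: Luminescent ADP-Glo measurement of ADP formed | Read-out basis: Score relative to plate controls | Control set: DMSO and 20 µM GW8510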
aSyn 5UTR inh: 5' untranslated region of α-synuclein, MLPCN primary screen | AID 1813 | inhibition, % (tested at 7.5 µM) | 300,000 compounds, 0.82% hits | alpha-synuclein 5'UTR reporter, inhibitor activity; in the data active means inhibition above about 60%;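 further: H4 neuroglioblastoma cells stably carrying SNCA 5'UTR luciferase fusion; 0% = DMSO wells and 100% = positive control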
HIF act: HIF pathway transcriptional activation | activation, % at 7.5 µM (by protocol) | 300,000 compounds, 0.32% hits | U2OS HRE-luciferase reporter, luminescence; normalized: DMSO 0%, desferrioxamine 100%;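 active means mean activation of at least 10% of the iron chelator positive control signal, with at least half of replicates also reaching 10%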
KLF5 inh: inhibitors of KLF5 expression | DLD-1 KLF5 promoter-luciferase reporter, luminescence | AID 1700 | inhibition, % at 5 µM | 290,000 compounds, 0.23% hits;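 active means inhibition above a per-plate limit of that plate's mean compound inhibition plus 3 SD, cut at about 60% in these data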;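 further: 0% = DMSO wells and 100% = LY294002 at 200 µM; higher means less KLF5 promoter-driven luciferase light; inactives centre near -14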
HSP90 refold inh: HSP90 refolding inhibition in rabbit reticulocyte lysate. luciferase refolding luminescence, 3 h. inhibition, % at 5.6 µM. 290,000 compounds, 0.91% hits;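 active means inhibition above the screen-wide mean plus 3 SD, computed separately per campaign, cut at about 16% in these data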;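 further: 0% = DMSO wells and 100% = 60 µM geldanamycin wells; inhibitors lower the luminescence because luciferase stays unfolded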
HSF1 activator: increases HSF-1 driven luciferase reporter signal; AID 504408; NIH3T3-HGL HSF-1 luciferase reporter, MG132, 8 h; 100% = twice DMSO control signal; 300,000 compounds, 1.7% hits; activation, % at 9 µM;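 active means mean replicate activation of at least 50% with a set share of replicates each reaching 50%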;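 further: 0% = median of the neutral control wells and 100% = twice that signal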
IEC-6 cytotox: IEC-6 cytotoxicity, counter-screen for KLF5 inhibitors. luminescence viability. inhibition, % at 5 µM. 290,000 compounds, 0.78% hits. AID 1825; in the data active means inhibition above about 22%;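 further: 0% = plate median of test compound wells and 100% = cytotoxic reference compound wells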
AI-2 QS mod: modulates the Vibrio harveyi AI-2 quorum sensing system | Vibrio harveyi JMH597 AI-2 luminescence/OD600 ratio, 9 h; active compounds read low; strain lacks LuxN and CqsS sensors; 0 = neutral-control median | activity change, % at 7.5 µM | 300,000 compounds, 0.4% hits | AID 2094; in the data active means activity change below about -75%, passing the limit was not always enough;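 further: luminescence divided by OD600 gain over 9 h not by final OD600 alone; inactives centre near 13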
HSF1 inhib: HSF1 inhibition; NIH3T3-HGL HSE-luciferase, MG132-induced, luminescence 8 h; active compounds read low; activity change, negative = inhibition, % at 7.5 µM (by protocol); 300,000 compounds, 0.77% hits; AID 2098;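 active means more than half of replicate wells show activity change below -50%, luminescence cut by over half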;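 further: luciferase reports HSF-1 transcriptional activity via heat shock element; 0% = median of DMSO wells and -100% = zero luminescence signal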
GSK3 alpha inh: human GSK-3 alpha kinase inhibition. 320,000 compounds, 0.1% hits. inhibition, % at 10 µM. ADP-Glo luminescence, 60 min. AID 2650;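 in the data active means inhibition above about 50%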;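 further: GST-tagged GSK-3 alpha with peptide substrate and 25 µM ATP; 0% = DMSO neutral wells and 100% = GW8510 positive control wells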
Target sequence (P49840 whole entry, looked up): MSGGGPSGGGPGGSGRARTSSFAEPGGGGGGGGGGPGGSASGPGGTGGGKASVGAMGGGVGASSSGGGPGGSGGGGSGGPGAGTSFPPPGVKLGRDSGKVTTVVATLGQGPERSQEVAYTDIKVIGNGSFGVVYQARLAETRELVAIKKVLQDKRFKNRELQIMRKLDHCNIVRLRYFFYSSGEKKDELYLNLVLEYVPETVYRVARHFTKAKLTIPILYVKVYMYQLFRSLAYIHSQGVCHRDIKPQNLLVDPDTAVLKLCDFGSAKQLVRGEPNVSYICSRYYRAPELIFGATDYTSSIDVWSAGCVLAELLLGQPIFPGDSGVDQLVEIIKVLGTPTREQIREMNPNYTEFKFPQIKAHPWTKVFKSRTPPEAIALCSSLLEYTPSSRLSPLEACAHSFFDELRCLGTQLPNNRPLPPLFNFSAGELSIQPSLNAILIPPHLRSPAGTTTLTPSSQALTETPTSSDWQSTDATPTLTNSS
Numbers without * were called inactive; . = not tested or not shown.

No.	Compound	aSyn 5UTR inh	HSF1 activator	KLF5 inh	AI-2 QS mod	HSP90 refold inh
1	CC(C)CC(=O)N=C1SC2CS(=O)(=O)CC2N1CCc1ccccc1 (stereo unspecified)	12	0	-3	16	-4
2	CCN1C(=O)[C@H]2[C@@H](c3ccc(C)cc3)N3C(=O)N(c4ccc(C)cc4)C(=O)[C@@]3(Cc3ccccc3)[C@H]2C1=O	25	-3	-20	30	-4
3	CCOC(=O)C(NCCc1ccccc1F)(NC(=O)CC)C(F)(F)F (stereo unspecified)	27	7	-14	20	4
4	CC1CN(C(=O)COC(=O)CSc2ccc(C(N)=O)cc2[N+](=O)[O-])CC(C)O1 (stereo unspecified)	9	-1	.	9	.
5	CC(C)Cn1c(N)c(C(=O)COC(=O)c2ccc3ccccc3n2)c(=O)n(C)c1=O	9	23	-8	11	2
6	CCCCC(=O)NC(=S)NNC(=O)c1ccc(Cl)cc1Cl	-13	-2	-16	22	1
7	O=S(=O)(c1ccc(Cl)cc1)N1CCC2(CC1)CO2	-19	7	-4	21	1
8	CCOC(=O)N=Nc1c(O)n(CC(=O)OC)c2ccccc12	3	-48	-11	11	3
9	Cc1csc(SCC(=O)NC2CCCCC2)n1	22	10	-31	8	5
10	N#Cc1c2n(c3c(=O)n(Cc4ccccc4Cl)cnc13)CCCCC2	.	.	-19	.	6
11	COc1ccc(NS(=O)(=O)c2ccc(O)c(C(=O)OCC(=O)NC(C)C3CC4CCC3C4)c2)cc1 (stereo unspecified)	18	13	2	24	-1
12	Cc1ccc(NC(=O)C(C)Sc2n[nH]c(CNc3ccccc3)n2)cc1 (stereo unspecified)	12	-20	-4	14	1
13	CCCc1cc(=O)n2nc(N3CCC(C(=O)Nc4cccc(C(C)=O)c4)CC3)sc2n1	2	4	-14	-28	1
14	Cc1ccc2c(N)c(C(=O)N(c3ccccc3)c3ccccc3)sc2n1	3	-54	6	27	3
15	OCCN1CCN(c2ncnc3ccc(Br)cc23)CC1	-39	-30	-4	5	-4

No.	HIF act	HSF1 inhib	IEC-6 cytotox	GSK3 alpha inh	GSK3B inh
1	-0.4	3	1	.	4
2	0.4	-2	-4	-3	-2
3	-0.4	-3	-4	-1	1
4	0.9	-5	.	-1	-2
5	-0.1	1	-3	-1	-2
6	-0.6	1	-5	.	1
7	-0.1	3	-7	-7	0
8	0.1	-33	3	0	3
9	-0.1	-1	1	0	-1
10	.	.	0	-1	.
11	-0.5	4	-2	-6	-1
12	0.4	-14	-3	-2	-3
13	-0.3	2	-1	2	1
14	0.5	-47	2	-2	3
15	2.0	-21	2	.	-1

Later entries
No.	Compound	aSyn 5UTR inh	HSF1 activator	KLF5 inh	AI-2 QS mod	HSP90 refold inh
16	COc1ccccc1/C=C/C=N/NC(=O)Cc1cccn1C	-34	36	-12	9	-3
17	CCCCCCC(=O)N(O)C1CC(=O)N(c2ccc(Cl)cc2)C1=O (stereo unspecified)	-10	6	-1	39	0
18	O=C(Oc1ccccc1)c1ccc2nsnc2c1	-27	-11	-16	21	7
19	COC(CNC(=O)C1CC(=O)N(CCc2ccccc2)C1)OC (stereo unspecified)	20	-44	16	13	7
20	COc1ccccc1C(=O)NCCc1nc2ccccc2[nH]1	5	0	-1	-10	3
21	Cc1cc(C)cc(Nc2cc(=O)n(C3CCCCC3)c(=O)[nH]2)c1	19	8	-7	1	-1
22	Cc1ccccc1CN1CCC(n2nccc2NC(=O)c2cccnc2)CC1	8	-2	7	2	6
23	COc1ccccc1C(=O)NC(=S)Nc1ccc2[nH]c(=O)[nH]c2c1	-12	22	-38	10	5
24	O=C(COc1coc(CN2CCN(c3ccccc3)CC2)cc1=O)Nc1ccccc1F	12	-3	.	26	.
25	NC(=O)C1CCN(C(=O)CC2C(=O)NCCN2Cc2cccc(Oc3ccccc3)c2)CC1 (stereo unspecified)	-17	9	-64	15	4
26	COc1cc(NC(=O)CSc2ncnc3scc(-c4ccccc4)c23)c(C(=O)O)cc1OC	10	3	-10	12	-1
27	C=CCn1c(SCC(=O)Nc2ccc(OC)cc2)nc2ccccc2c1=O	5	5	-26	.	3
28	CC(=O)Nc1cccc(NC(C)=C(C#N)C#N)c1	-4	7	-34	18	-3
29	CCCCOC(=O)CCn1[nH]c(=O)c2ccccc2c1=O	2	-1	-21	8	0
30	C=CCNC(=S)N/N=C/c1ccccc1OCCOc1ccccc1	1	-8	-33	1	-4

No.	HIF act	HSF1 inhib	IEC-6 cytotox	GSK3 alpha inh	GSK3B inh
16	0.4	10	-6	1	-1
17	2.3	4	-4	-2	2
18	-0.4	-9	-5	-1	0
19	0.0	-27	7	-2	0
20	0.1	0	-2	-1	4
21	-0.1	4	-2	-3	2
22	-0.1	-5	1	1	4
23	0.6	11	2	-1	-1
24	0.4	-2	.	.	1
25	-0.3	-7	-7	0	-2
26	-9.2	3	-2	-2	0
27	1.5	-10	1	-4	.
28	0.9	0	2	0	-1
29	-0.3	2	-9	0	-2
30	0.3	13	-2	-4	1

Following part:
No.	Compound	aSyn 5UTR inh	HSF1 activator	KLF5 inh	AI-2 QS mod	HSP90 refold inh
31	CCc1ccc(NCCC(=O)c2ccc(Cl)cc2)cc1	-54	-24	-38	-61	-1
32	COc1ccc(S(=O)(=O)N2CCOCC2)c2ccccc12	28	1	-25	3	-5
33	COc1ccc(/C=N\NS(=O)(=O)c2ccc(Cl)cc2)cc1COc1ccccc1[N+](=O)[O-]	10	-12	-12	26	-2
34	Cc1nc(SCC(=O)O)c(C#N)c2c1CCCC2	-5	-6	-22	1	-2
35	Cc1c(C(=O)NNC(=O)c2ccncc2)oc2ccc(Br)cc12	-10	42	.	13	.
36	OCC[n+]1ccc(/C=C/c2c[nH]c3ccccc23)cc1	-12	-11	6	13	6
37	O=C(COc1ccc(C(=S)N2CCOCC2)cc1Cl)Nc1ccccc1Cl	-34	10	16	27	-2
38	Cc1ccc(N2CC(=O)Nc3c(oc4nc(-c5ccccc5)cc(C)c34)C2=O)cc1	-3	1	-25	12	-2
39	COc1ccc(N2CC(C(=O)N[C@@H](C)C(=O)N[C@H](CO)c3ccccc3)CC2=O)cc1 (stereo partly specified)	9	-8	-9	7	-3
40	CCOC(=O)Cn1c(=O)c(F)cn(Cc2ccc(OC)c([N+](=O)[O-])c2)c1=O	24	5	5	7	1
41	O=C(c1cnc2n(c1=O)CCS2)N1CCN(c2ccc(Cl)c(Cl)c2)CC1	7	7	6	30	2
42	CCOC(=O)N1CCN(C(=O)COC(=O)C2CCN(S(=O)(=O)c3c(Cl)cccc3Cl)CC2)CC1	-4	0	.	21	.
43	Fc1ccc(Nc2ncnc3sc4c(c23)CCC4)cc1F	26	-10	-17	57	0
44	O=C1CC(c2ccccc2)Cc2nc(N3CCc4ccccc4C3)ncc21 (stereo unspecified)	-3	6	-13	17	3
45	COc1cccc(Nc2ccc(C(=O)O)cc2N)c1	-118	-69	-125	3	11

No.	HIF act	HSF1 inhib	IEC-6 cytotox	GSK3 alpha inh	GSK3B inh
31	0.1	-16	2	-3	-3
32	-32	-2	4	0	0
33	-0.6	5	2	-2	1
34	0.7	0	-21	-3	1
35	0.3	17	.	5	-1
36	0.3	-4	56*	-1	-2
37	1.3	-3	-2	-1	2
38	-0.3	6	-4	-1	-2
39	-0.1	-2	-4	3	3
40	-0.3	-2	-2	4	1
41	-3.1	-8	12	-2	1
42	0.4	-2	.	0	-1
43	0.6	-15	3	-2	1
44	0.4	7	6	0	6
45	-19	-66*	1	-3	1

Looked up above:
Under GSK3B inh, compound 39 shows 3
Under HSP90 refold inh, compound 40 shows 1
Under HSF1 inhib, compound 35 shows 17

Quoted at random: 3 entries already listed
No.	Compound	aSyn 5UTR inh	HSF1 activator	KLF5 inh	AI-2 QS mod	HSP90 refold inh
24	O=C(COc1coc(CN2CCN(c3ccccc3)CC2)cc1=O)Nc1ccccc1F	12	-3	.	26	.
5	CC(C)Cn1c(N)c(C(=O)COC(=O)c2ccc3ccccc3n2)c(=O)n(C)c1=O	9	23	-8	11	2
26	COc1cc(NC(=O)CSc2ncnc3scc(-c4ccccc4)c23)c(C(=O)O)cc1OC	10	3	-10	12	-1

No.	HIF act	HSF1 inhib	IEC-6 cytotox	GSK3 alpha inh	GSK3B inh
24	0.4	-2	.	.	1
5	-0.1	1	-3	-1	-2
26	-9.2	3	-2	-2	0

Structural class, the compounds so far containing two or more sulfur atoms.
No.	Compound	aSyn 5UTR inh	HSF1 activator	KLF5 inh	AI-2 QS mod	HSP90 refold inh
1	CC(C)CC(=O)N=C1SC2CS(=O)(=O)CC2N1CCc1ccccc1 (stereo unspecified)	12	0	-3	16	-4
9	Cc1csc(SCC(=O)NC2CCCCC2)n1	22	10	-31	8	5
26	COc1cc(NC(=O)CSc2ncnc3scc(-c4ccccc4)c23)c(C(=O)O)cc1OC	10	3	-10	12	-1

No.	HIF act	HSF1 inhib	IEC-6 cytotox	GSK3 alpha inh	GSK3B inh
1	-0.4	3	1	.	4
9	-0.1	-1	1	0	-1
26	-9.2	3	-2	-2	0

Continuation.
No.	Compound	aSyn 5UTR inh	HSF1 activator	KLF5 inh	AI-2 QS mod	HSP90 refold inh
46	Cc1nc(-c2cccc(NS(=O)(=O)c3ccc4ccccc4c3)c2)cs1	7	-6	-17	8	2
47	CC(C)Sc1nc2c(c(=O)[nH]c(=O)n2C)n1CC(O)COc1ccccc1 (stereo unspecified)	31	9	-13	9	0
48	Cn1nnnc1SCC(=O)NCc1cccc(C(=O)O)c1	8	-12	-17	43	-1
49	O=S(=O)(Nc1nccs1)c1ccc(Br)cc1	-25	4	0	23	-1
50	Cc1ccc(OCC(=O)NCCNC(=O)c2ccco2)cc1	-2	7	-3	33	1
51	O=C(Nc1ccccc1Cl)O/N=C(/c1ccccc1)c1ccccn1	3	4	-13	42	1
52	COCCCn1c(=O)/c(=C\c2ccc(OC(F)F)c(OC)c2)s/c1=C(/C#N)C(=O)NCCOC	6	13	-2	6	-3
53	Oc1ccc(C[C@H]2CNCCN2CCc2cccc(F)c2)cc1	19	-11	.	12	.
54	O=C(CSc1nnnn1Cc1ccccc1)N1CCN(c2ccccc2)CC1	-4	8	1	24	5
55	COc1cc(OC)cc(C(=O)OCC(=O)NC(C)CCc2ccccc2)c1 (stereo unspecified)	-7	6	-11	32	6
56	Cc1ccccc1S(=O)(=O)Cc1ccc(C(=O)O)o1	11	-8	-27	10	1
57	CCCCn1nnnc1NCc1cc(Cl)c(OC)c(OC)c1	14	6	-14	47	1
58	CC(C)c1nnc(SCC(=O)NC2CCCC2)n1C	1	-4	11	21	-3

No.	HIF act	HSF1 inhib	IEC-6 cytotox	GSK3 alpha inh	GSK3B inh
46	0.0	0	-2	.	2
47	0.2	-4	3	-1	-3
48	0.7	-8	-2	-4	3
49	-0.1	-4	-2	-1	3
50	0.9	-7	6	-1	0
51	-26	-10	3	-2	0
52	-0.3	-2	-1	-3	-2
53	-0.9	-2	.	0	-3
54	-0.3	6	-5	-2	3
55	0.1	2	3	-1	1
56	-0.2	-6	-4	-5	2
57	-0.1	-5	1	-1	4
58	-45	-2	4	2	1
